Bioassay records deposited in PubChem BioAssay by National Center for Advancing Translational Sciences (NCATS).
aSyn rescue – rescues yeast growth from alpha-synuclein toxicity; Potency, µM (top dose mostly 46.1 µM), inactives show at the top dose growth rescue (activation), usual class: activators; 370,000 tested, 0.14% active; AID 652106; Yeast expressing alpha-synuclein, growth rescue, BacTiter-Glo, 24 h; also: potency is read from the fitted curve at half-maximal effect; % of control where 0% means no effect; nearly all actives have a fitted effect of over 65% in size
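Readout is rescue of growth in alpha-synuclein-expressing yeast, so inhibitors of toxicity appear as activators. Growth after 24 hr at 30 deg C in galactose medium is quantified by luminescence.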
Abeta yeast res – restores growth of yeast expressing A-beta42 peptide | Potency, µM (doses to about 46.1 µM), inactives show at the top dose growth rescue, most hits filed as activators | yeast expressing A-beta42, growth rescue, OD600, 48 h; response scale: 0% DMSO, 100% iron-clioquinol control | AID 1347071 | 410,000 tested, 0.063% active; also: potency is read from the fitted curve at half-maximal effect; nearly all actives have a fitted effect of over 55% in size
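Yeast growth medium received pinned compounds, then yeast cells expressing toxic A-beta were added; plates incubated at 30 C for 48 hr. Growth read as absorbance at 600 nm, normalized to DMSO and equimolar FeCl3 plus clioquinol controls.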
TDP43 rescue – inhibitors of TDP-43 toxicity in yeast; TDP-43 expressing yeast growth rescue, BacTiter-Glo, 24 h; Potency, µM (top dose mostly 46.1 µM), without a hit: at the top dose growth rescue (activation), most hits filed as activators; 410,000 tested, 1.8% active; AID 652104; also: potency is read from the fitted curve at half-maximal effect; % of control where 0% means no effect; nearly all actives have a fitted effect of over 50% in size
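Galactose-induced TDP-43 yeast, OD600=0.02, compound pinned; 24 hr, 30 deg C; BacTiter-Glo luminescence for growth. Inhibitors of TDP-43 toxicity read as activators.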
FUS yeast rescue – rescues growth of FUS-expressing yeast | AID 1347120 | S. cerevisiae FUS-expressing, growth rescue, OD600, 24 h | 390,000 tested, 0.24% active | Potency, µM (series often up to 76.6 µM), inactives show at the highest dose growth rescue (activation), hits mostly activators;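 also: potency is read from the fitted curve at half-maximal effect; plate controls were DMSO vehicle for no effect and reference control for full effect; nearly all actives have a fitted effect of over 55% in size; some results filed as inactive show a strong effect at the top dose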
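Steps: raffinose overnight preculture; dilution to OD 0.005 in 2% galactose minimal medium; compound addition (concentration series); 24hr at 30C, 99% humidity; absorbance read at 600 nm.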
PTHR1 ag – PTHR1 (human) receptor agonism | HEK293 GP2 PTHR1 cells, GloSensor cAMP luminescence, 1 h | 410,000 tested, 0.075% active | Potency, µM (top dose mostly 115 µM), for the others: at the top dose activation, usual class: activators | Q03431; also: potency is read from the fitted curve at half-maximal effect; nearly all actives have a fitted effect of over 55% in size; some results filed as inactive show a strong effect at the top dose; inactives centre near -15; many of its hits are not listed in these tables
Target sequence (Q03431 whole entry, looked up): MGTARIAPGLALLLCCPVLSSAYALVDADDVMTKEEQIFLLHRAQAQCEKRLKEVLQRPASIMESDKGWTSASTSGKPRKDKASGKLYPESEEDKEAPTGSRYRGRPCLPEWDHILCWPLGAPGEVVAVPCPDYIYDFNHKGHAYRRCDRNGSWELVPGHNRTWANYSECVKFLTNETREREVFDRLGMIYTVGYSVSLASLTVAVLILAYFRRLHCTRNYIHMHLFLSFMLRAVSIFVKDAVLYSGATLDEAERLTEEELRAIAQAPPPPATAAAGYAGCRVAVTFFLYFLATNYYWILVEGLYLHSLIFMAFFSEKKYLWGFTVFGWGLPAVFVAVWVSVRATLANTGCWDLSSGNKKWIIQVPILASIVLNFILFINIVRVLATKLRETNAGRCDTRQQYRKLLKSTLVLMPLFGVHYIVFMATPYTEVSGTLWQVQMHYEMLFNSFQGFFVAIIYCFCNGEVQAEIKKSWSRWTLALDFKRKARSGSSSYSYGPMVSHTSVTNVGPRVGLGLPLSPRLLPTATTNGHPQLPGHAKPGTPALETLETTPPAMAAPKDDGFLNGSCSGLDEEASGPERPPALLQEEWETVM
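HEK-293-derived GP2 cells expressing PTHR1 and a GloSensor cAMP reporter, 3,000/well, plated overnight, given luciferin plus IBMX (each 0.5 mM as added) for 1 h at 37 °C, then compound for 1 h at 37 °C. Luminescence was read after 15 min at room temperature.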
MmCpn inh – inhibitors of Methanococcus maripaludis chaperonin (MmCpn); Potency, µM (highest dose often 76.9 µM), for the others: at the highest dose activity, negative = inhibition, most hits filed as inhibitors; 330,000 tested, 0.031% active; purified Mm-Cpn ATPase, ADP Transcreener TR-FRET; also: potency is read from the fitted curve at half-maximal effect; % is scaled to controls: 0 for no effect and ±100 for the full control effect; nearly all actives have a fitted effect of over 80% in size
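ATPase turnover read by TR-FRET ADP competition (Eu cryptate antibody/ADP-d2, 665/590 nm): 10uM ATP final, 25nM Mm-CPN final, 30 min 37degC after 10-min compound preincubation, pH 7.4 Tris/KCl/MgCl2/DTT buffer.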
Akt phos inh – inhibitors of Akt phosphorylation | activity change, % for hits at 50 µM | Neuro2A IGF-stimulated pAkt S473 HTRF, 20 min; hits give low values | 360,000 tested, 0.32% active | AID 651550; in the data active = activity change below about -80%; inconclusive = mostly about -51% to -80%; also: % is scaled to controls: 0 for no effect and ±100 for the full control effect
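Single-point screen (50 µM final compound) in Neuro2A cells stimulated 20 min with 6 nM IGF at 37 deg C. After lysis, Ser473-phosphorylated Akt read by HTRF (ex 330 nm, em 615/665 nm) as the 665/615 ratio.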
GLP1R cytotox – cytotoxicity in counter-screen for GLP-1R inverse agonists | HEK293 cAMP-luciferase reporter cells, luminescence, 24 h | Potency, µM (titrated, usually from 38.3 µM), for the others: at the highest dose activity change, negative = inhibition, most hits filed as inhibitors | 410,000 tested, 0.13% active;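 also: loss of luciferase light is scored as toxicity; potency is read from the fitted curve at half-maximal effect; % is scaled to controls: 0 for no effect and ±100 for the full control effect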
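Quantitative HTS format, 1536 wells, 200 cells/uL seeded. Compounds: 23 nL, 24 h, 37 °C. Detection: luciferase reagent, luminescence at 12 min RT; decreased signal taken as cytotoxic.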
GLP1R inv ag – GLP-1 receptor (human) inverse agonism; HEK293 GLP-1R CRE-luciferase, luminescence, 24 h; GLP-1R form is constitutively active; Potency, µM (highest dose often 38.3 µM), for inactives: top-dose activity change, negative = inhibition, actives largely listed as inhibitors; 410,000 tested, 1.6% active; AID 624417; also: potency is read from the fitted curve at half-maximal effect; % is scaled to controls: 0 for no effect and ±100 for the full control effect; nearly all actives have a fitted effect of over 55% in size
Target sequence (P43220 whole entry, looked up): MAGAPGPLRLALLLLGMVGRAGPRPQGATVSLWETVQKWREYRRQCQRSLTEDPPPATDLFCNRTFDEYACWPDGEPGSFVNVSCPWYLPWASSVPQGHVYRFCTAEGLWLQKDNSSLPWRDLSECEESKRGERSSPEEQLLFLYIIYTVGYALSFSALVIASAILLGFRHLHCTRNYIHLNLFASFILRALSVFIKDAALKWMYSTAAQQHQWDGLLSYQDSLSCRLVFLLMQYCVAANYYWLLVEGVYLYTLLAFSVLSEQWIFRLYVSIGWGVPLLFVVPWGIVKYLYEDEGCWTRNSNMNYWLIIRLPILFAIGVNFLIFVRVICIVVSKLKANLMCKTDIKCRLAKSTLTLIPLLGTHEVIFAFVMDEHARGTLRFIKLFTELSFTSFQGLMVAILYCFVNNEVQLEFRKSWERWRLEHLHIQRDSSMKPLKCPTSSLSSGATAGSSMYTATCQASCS
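HEK293 cells stably co-expressing a cAMP-responsive luciferase reporter and constitutively active GLP-1R were seeded, incubated 12 h, then exposed to compounds for 24 h at 37 C. Luminescence was read 12 min after detection reagent; inverse agonists lower signal.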
* hit, by the source's call; [ ] = dose if it differs, or a comment. Unless noted, calls follow the shape of the dose curve; as a rule, active = well fitted curve in the direction sought with a large enough effect; inconclusive = small, poorly fitted or top-dose-only effect, or another doubt; inactive = no such curve, though single readings can be large; an effect the other way counts as inactive or inconclusive. The list is partial (hit frequency here may not be typical).

How did O=C(N/N=C/c1cccnc1)c1cccc(NC(=O)c2ccc(Cl)cc2)c1 do in these assays?
aSyn rescue: 2%; Abeta yeast res: -5%; TDP43 rescue: -8%; FUS yeast rescue: 21%; PTHR1 ag: inactive; MmCpn inh: 0%; Akt phos inh: inactive; GLP1R cytotox: -6%; GLP1R inv ag: 8%

How did OCCN=C1CCCc2c1[nH]c1ccc(Br)cc21 do in these assays?
aSyn rescue: -3%; Abeta yeast res: 2%; TDP43 rescue: 0%; FUS yeast rescue: 10%; PTHR1 ag: -33%[inhibitor][57.5 µM]; MmCpn inh: -5%; Akt phos inh: inactive; GLP1R cytotox: 4%; GLP1R inv ag: -5%

Results for COc1ccccc1-c1nnc2sc(COc3ccc(Cl)cc3)nn12 ?
aSyn rescue: 29%; Abeta yeast res: -21%; TDP43 rescue: 18µM*; FUS yeast rescue: inconclusive; PTHR1 ag: 11%; MmCpn inh: 4%; Akt phos inh: inactive; GLP1R cytotox: 2%; GLP1R inv ag: inconclusive

Results for COc1ccc(Cl)cc1C(=O)Nn1c(C)nc2ccccc2c1=O ?
aSyn rescue: -8%; Abeta yeast res: 7%; TDP43 rescue: -9%; FUS yeast rescue: -6%; PTHR1 ag: inactive; MmCpn inh: -2%; Akt phos inh: inactive; GLP1R cytotox: 2%; GLP1R inv ag: 3%

Results for Fc1ccc(-c2nc3ccc(Cl)cn3c2Cc2ccccc2)cc1 ?
aSyn rescue: 23%; Abeta yeast res: 0%; TDP43 rescue: 35µM*; FUS yeast rescue: 12%; PTHR1 ag: inactive; Akt phos inh: inactive; GLP1R cytotox: -5%; GLP1R inv ag: inconclusive

How did COC(=O)CCCC(=O)N1CCOCCN(C(=O)CCCC(=O)OC)CCOCC1 do in these assays?
aSyn rescue: 2%; Abeta yeast res: 6%; TDP43 rescue: 10%; FUS yeast rescue: -11%; PTHR1 ag: inactive; MmCpn inh: 0%; Akt phos inh: inactive; GLP1R cytotox: 3%; GLP1R inv ag: 8%

What do the screens show for `Cc1cc(=O)n2nc(N3CCCC(C(=O)NCCc4ccc(Cl)cc4)C3)sc2n1` (stereo not given)?
aSyn rescue: -10%; Abeta yeast res: -18%; TDP43 rescue: 18%; FUS yeast rescue: 9%; PTHR1 ag: -13%; MmCpn inh: -3%; Akt phos inh: inactive; GLP1R cytotox: 3%; GLP1R inv ag: 3%

What do the screens show for `CCOCCCNC(=O)c1cc2c(=O)[nH]c3ccccc3c2s1`?
aSyn rescue: -6%; Abeta yeast res: 4%; TDP43 rescue: -10%; FUS yeast rescue: 11%; PTHR1 ag: inactive; MmCpn inh: -1%; Akt phos inh: inactive; GLP1R cytotox: -9%; GLP1R inv ag: 73%[activator]

How did CC(=O)c1ccc(OCC(O)CN2CCN(CC(O)COc3ccc(C(C)=O)cc3)CC2)cc1 (stereo not given) do in these assays?
aSyn rescue: -3%; Abeta yeast res: -13%; TDP43 rescue: -12%; FUS yeast rescue: 0%; PTHR1 ag: inactive; MmCpn inh: 0%; Akt phos inh: inactive; GLP1R cytotox: -11%; GLP1R inv ag: 9%

How did O=C(N/N=C/c1c[nH]c2ccc(Br)cc12)c1ccn(Cc2ccc(Cl)cc2)n1 do in these assays?
aSyn rescue: -2%; Abeta yeast res: 7%; TDP43 rescue: 18%; PTHR1 ag: -6%; MmCpn inh: -5%; Akt phos inh: inactive; GLP1R cytotox: -13%; GLP1R inv ag: -7%

How did COc1ccc(-c2noc(-c3cccnc3NCc3ccco3)n2)cc1 do in these assays?
Abeta yeast res: -1%; TDP43 rescue: 2%; FUS yeast rescue: 14%; PTHR1 ag: inactive; GLP1R cytotox: 3%; GLP1R inv ag: 40%[activator]

What do the screens show for `COc1cc2c(C(=O)N3CCN(c4ccc(C)cc4)C(C)C3)cn(CC(C)C)c(=O)c2cc1OC` (stereo not given)?
Abeta yeast res: 8%; TDP43 rescue: 35µM*; FUS yeast rescue: inconclusive; PTHR1 ag: inactive; GLP1R cytotox: -11%; GLP1R inv ag: -27%

What do the screens show for `CN(C)CCNC(=S)Nc1ccccc1Cl`?
aSyn rescue: 2%; Abeta yeast res: 11%; TDP43 rescue: 17%; FUS yeast rescue: -9%; PTHR1 ag: -40%; MmCpn inh: 1%; Akt phos inh: inactive; GLP1R cytotox: 6%; GLP1R inv ag: 9%

How did O=C(C1=C[C@H](c2ccc3c(c2)OCO3)C[C@H](OCCCCO)O1)N1CCN(Cc2ccccc2)CC1 do in these assays?
aSyn rescue: 2%; Abeta yeast res: 1%; TDP43 rescue: 3%; FUS yeast rescue: -12%; PTHR1 ag: 20%; Akt phos inh: inactive; GLP1R cytotox: 5%; GLP1R inv ag: 4%

What do the screens show for `Cc1ccc(CNC(C)c2ccccc2)cc1` (stereo not given)?
aSyn rescue: 1%; Abeta yeast res: 5%; TDP43 rescue: -13%; PTHR1 ag: 24%; MmCpn inh: -2%; Akt phos inh: inactive; GLP1R cytotox: 12%; GLP1R inv ag: 1%

Results for CCn1c(SCC(=O)Nc2cccc(O)c2)nc2c1c(=O)n(C)c(=O)n2C ?
aSyn rescue: 0%; Abeta yeast res: -13%; TDP43 rescue: 0%; FUS yeast rescue: 38%; PTHR1 ag: -2%; MmCpn inh: 2%; Akt phos inh: inactive; GLP1R cytotox: 2%; GLP1R inv ag: 54%[activator]

What do the screens show for `O=C1C2C3C=CC(C4CC34)C2C(=O)N1/N=C/c1ccc([N+](=O)[O-])s1` (stereo not given)?
aSyn rescue: -1%; Abeta yeast res: -3%; TDP43 rescue: 5%; PTHR1 ag: inactive; MmCpn inh: 1%; Akt phos inh: inactive; GLP1R cytotox: 10%; GLP1R inv ag: 11%

Results for COc1ccc(N2CCN(CCCNC(=O)c3cc(Nc4ccccc4OC)nc4ccccc34)CC2)cc1 ?
Abeta yeast res: -14%; TDP43 rescue: 1%; FUS yeast rescue: 16%; PTHR1 ag: inactive; GLP1R cytotox: inconclusive; GLP1R inv ag: inconclusive

What do the screens show for `O=C(CSc1nc2ccccc2n1Cc1ccc(Cl)cc1)N/N=C/c1ccccc1C(=O)O`?
aSyn rescue: -1%; Abeta yeast res: -12%; TDP43 rescue: -18%[0.397 µM]; FUS yeast rescue: inconclusive; PTHR1 ag: -2%; MmCpn inh: -3%; Akt phos inh: inactive; GLP1R cytotox: -13%; GLP1R inv ag: -4%

What do the screens show for `Cc1ccc(OCc2cc(C(=O)NCc3cnn(-c4cccc(F)c4)c3)no2)cn1`?
aSyn rescue: 0%; Abeta yeast res: 3%; TDP43 rescue: 16%; FUS yeast rescue: 6%; PTHR1 ag: -3%; MmCpn inh: 0%; Akt phos inh: inactive; GLP1R cytotox: -14%; GLP1R inv ag: 8%

Looked up by structure from the list above, 3 records:
How did O=C(N/N=C/c1c[nH]c2ccc(Br)cc12)c1ccn(Cc2ccc(Cl)cc2)n1 do in these assays?
aSyn rescue: -2%; Abeta yeast res: 7%; TDP43 rescue: 18%; PTHR1 ag: -6%; MmCpn inh: -5%; Akt phos inh: inactive; GLP1R cytotox: -13%; GLP1R inv ag: -7%

What do the screens show for `COc1cc2c(C(=O)N3CCN(c4ccc(C)cc4)C(C)C3)cn(CC(C)C)c(=O)c2cc1OC` (stereo not given)?
Abeta yeast res: 8%; TDP43 rescue: 35µM*; FUS yeast rescue: inconclusive; PTHR1 ag: inactive; GLP1R cytotox: -11%; GLP1R inv ag: -27%

What do the screens show for `CN(C)CCNC(=S)Nc1ccccc1Cl`?
aSyn rescue: 2%; Abeta yeast res: 11%; TDP43 rescue: 17%; FUS yeast rescue: -9%; PTHR1 ag: -40%; MmCpn inh: 1%; Akt phos inh: inactive; GLP1R cytotox: 6%; GLP1R inv ag: 9%

The list goes on:
Results for CCCCN(C(=O)c1ccc(Cl)c([N+](=O)[O-])c1)c1c(N)n(CCC)c(=O)[nH]c1=O ?
aSyn rescue: 0%; Abeta yeast res: -9%; TDP43 rescue: 19%; FUS yeast rescue: 10%; PTHR1 ag: -51%[inhibitor]; MmCpn inh: 0%; Akt phos inh: inactive; GLP1R cytotox: -2%; GLP1R inv ag: 20%

Results for Cc1nn(CC(=O)Nc2ccc3c(c2)OCO3)c(C)c1[N+](=O)[O-] ?
aSyn rescue: -12%; Abeta yeast res: 1%; TDP43 rescue: -5%; FUS yeast rescue: -17%; PTHR1 ag: 0%; MmCpn inh: -3%; Akt phos inh: inactive; GLP1R cytotox: -7%; GLP1R inv ag: -22%

Results for Cc1ccccc1OCC(=O)Nc1ccc(N2CCN(C(=O)C(C)C)CC2)c(Cl)c1 ?
aSyn rescue: 9%; Abeta yeast res: 20%; TDP43 rescue: 25µM*; FUS yeast rescue: inconclusive; PTHR1 ag: -35%[inhibitor]; MmCpn inh: 0%; Akt phos inh: inactive; GLP1R cytotox: -4%; GLP1R inv ag: 4µM*

Results for CCn1cc(C(=O)OCC(=O)c2cc(C)n(-c3ccccc3)c2C)c(=O)c2ccc(C)nc21 ?
aSyn rescue: 2%; Abeta yeast res: 21%; TDP43 rescue: 28%; FUS yeast rescue: 15%; PTHR1 ag: inactive; MmCpn inh: 0%; Akt phos inh: inactive; GLP1R cytotox: -2%; GLP1R inv ag: 4%
